High-throughput results deposited in PubChem BioAssay by several laboratories.
Runt-SMMHC FRET: inhibitors of RUNX1 Runt–CBFb-SMMHC binding, primary screen, biochemical, FRET, Cerulean-Runt, Venus-CBFb-SMMHC, uHTS; Cerulean-Runt/Venus-CBFb-SMMHC FRET ratio 530/480, 1 h; inhibition, % at 20 µM; Runt-related transcription factor 1 (Homo sapiens) + Core-binding factor subunit beta …; 220,000 compounds, 0.74% hits;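 active = mean inhibition across duplicate retests at 20 µM reaching about 50%, limit read from the data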;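 also: 0% = DMSO wells and 100% = wells with excess untagged CBFb-SMMHC; inhibitors lower the FRET ratio by blocking Runt binding to CBFb-SMMHC; some results filed as inactive read as strong as hits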
EBV gp42 inh: Epstein-Barr virus gp42 inhibitors, primary screen, biochemical, uHTS, fluorescence polarization; 220,000 compounds, 0.42% hits; Glycoprotein 42 (Epstein-Barr virus (strain AG876)), Q1HVG2; AID 1085, 2008; Fluorescence polarization binding assay, mP read-out; inhibition, % (tested at 21.74 µM); in the data active = inhibition above about 50%
Target sequence (Q1HVG2 whole entry, looked up): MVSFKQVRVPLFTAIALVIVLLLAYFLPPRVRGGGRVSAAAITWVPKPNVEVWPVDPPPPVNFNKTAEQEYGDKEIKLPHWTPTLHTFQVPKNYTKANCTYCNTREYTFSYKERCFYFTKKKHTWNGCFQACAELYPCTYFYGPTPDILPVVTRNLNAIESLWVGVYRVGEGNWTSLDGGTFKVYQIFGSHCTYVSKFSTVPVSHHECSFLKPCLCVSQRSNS
Mdm2 ligase inh: MDM2-luciferase reporter signal enhancers, primary screen, MDM2 E3 ligase inhibitor project, cell-based, luminescence, 1536-well. 210,000 compounds, 0.11% hits. signal enhancement, % at 5 µM. cell-based MDM2 ubiquitination luciferase reporter, 2 h; 0 = plate control, 100 = twice control, blank-subtracted. E3 ubiquitin-protein ligase Mdm2 (Homo sapiens), Q00987;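 active = signal enhancement of 30% or more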;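 also: luminescence tracks abundance of the self-degrading MDM2-luciferase fusion protein; higher signal means inhibition of MDM2 E3 ligase activity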
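Timing – 2 h compound exposure at 37 °C · Assay system – mammalian cells stably expressing self-ubiquitinating, self-degrading MDM2 E3–luciferase fusion · Amount – 2000 cells seeded into each well · Measure – % luminescence enhancement versus blank-corrected plate control mean · Measured by – SteadyLite luminescence, 15 min reagent step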
14-3-3 Bad PPI: inhibitors of 14-3-3 zeta/Bad binding, primary screen, biochemical, TR-FRET, bovine 14-3-3 zeta; 14-3-3 protein zeta/delta (Bos taurus), P63103; inhibition, % at 21.7 µM; 220,000 compounds, 0.71% hits; TR-FRET 14-3-3zeta/Dy647-pBad peptide displacement, 1 h;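 active = inhibition above about 70%, limit read from the data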;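 also: 0% = full 14-3-3 plus peptide FRET controls and 100% = background without 14-3-3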
Target sequence (P63103 whole entry, looked up): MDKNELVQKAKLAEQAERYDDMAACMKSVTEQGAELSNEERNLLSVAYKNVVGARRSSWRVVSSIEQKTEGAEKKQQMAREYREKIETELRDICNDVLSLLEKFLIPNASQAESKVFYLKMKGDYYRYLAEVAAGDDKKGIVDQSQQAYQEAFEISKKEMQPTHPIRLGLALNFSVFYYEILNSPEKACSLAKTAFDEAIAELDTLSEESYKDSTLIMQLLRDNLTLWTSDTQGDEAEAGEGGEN
Runt-CBFb FRET: inhibitors of RUNX1 Runt–CBFb binding, primary screen, biochemical, FRET, Cerulean-Runt, Venus-CBFb, uHTS. Runt-related transcription factor 1 (Homo sapiens) + Core-binding factor subunit beta …. 220,000 compounds, 0.46% hits. inhibition, % at 20 µM. Cerulean-Runt/Venus-CBFb FRET ratio 530/480, 1 h;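 active = inhibition over about 50% at 20 µM in the single-dose screen, limit read from the data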;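 also: 0% = DMSO wells and 100% = excess unlabeled CBFb competitor control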
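Assay system: Cerulean-Runt domain fusion protein, energy donor; Signal: fluorescence energy transfer, 422 nm excitation, 530/480 nm emission; Timing: 1 h compound exposure, room temperature; Control set: unlabeled CBFb; Medium: Tris buffer pH 7.5 with salts and BSA; Compound: single test concentration of 20 µM, 1% DMSO final; Probe or stimulus: Venus-CBFb 100 nM.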
TbHK1 inh: Trypanosoma brucei hexokinase 1 inhibitors, primary screen, biochemical, G6PDH-coupled NADH absorbance, MLSCN library; hexokinase 1 [Trypanosoma brucei]; recombinant TbHK1, G6PDH-coupled NADH A340; inhibition, % at 10 µM; 220,000 compounds, 0.11% hits; AID 1430, 2008;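 active = inhibition of 50% or more in the single-dose primary screen; inactive = inhibition below 50%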
Hck Nef HTS: inhibitors of Nef-activated human Hck kinase, primary screen, biochemical, Z-Lyte FRET, 384-well, Hck-YEEI. Tyrosine-protein kinase HCK (Homo sapiens), P08631. Recombinant Hck-YEEI plus Nef, Z-Lyte FRET kinase assay. inhibition, % at 20 µM. 220,000 compounds, 0.68% hits. AID 463187, 2010;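 active = Hck-Nef kinase inhibition above about 50%, limit read from the data; inactive = inhibition below that limit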;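 also: 0% = DMSO with Hck plus Nef and 100% = Hck alone without Nef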
NCF1 inh: p47phox/p22phox peptide binding inhibitors, primary screen, biochemical, uHTS, NADPH oxidase regulatory subunit | fluorescence polarization, 2 h | inhibition, % at 24.7 µM | 220,000 compounds, 0.53% hits | AID 1274, 2008;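 active = inhibition above about 30%, limit read from the data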;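 also: 0% = p47phox with labelled peptide and 100% = labelled peptide alone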
Target sequence (P14598 whole entry, looked up): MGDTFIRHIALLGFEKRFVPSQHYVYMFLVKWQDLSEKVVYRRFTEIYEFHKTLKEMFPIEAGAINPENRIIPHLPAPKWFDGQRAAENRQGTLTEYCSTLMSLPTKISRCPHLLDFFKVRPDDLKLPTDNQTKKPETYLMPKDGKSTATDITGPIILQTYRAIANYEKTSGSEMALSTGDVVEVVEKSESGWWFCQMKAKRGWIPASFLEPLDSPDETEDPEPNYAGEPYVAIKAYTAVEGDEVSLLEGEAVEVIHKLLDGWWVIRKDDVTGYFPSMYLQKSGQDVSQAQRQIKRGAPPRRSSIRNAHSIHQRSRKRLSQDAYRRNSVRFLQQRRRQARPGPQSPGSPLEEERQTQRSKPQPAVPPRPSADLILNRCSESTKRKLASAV
zVAD death inh: inhibitors of zVAD-triggered necroptosis, primary screen, L929 cells; 220,000 compounds, 0.38% hits; viability rescue, % at 10 µM; L929 zVAD necroptosis rescue, ATP luminescence, 24 h; with zVAD 60 µM;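 active = activation, scaled between plate controls, above about 75%, limit read from the data; inactive = activation under that limit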;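 also: 0% = zVAD with DMSO and 100% = DMSO alone without zVAD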
* = called active by the depositor; · = no result given; [ ] = another dose, or the depositor's remark.

SMILES	Runt-SMMHC FRET	EBV gp42 inh	Mdm2 ligase inh	14-3-3 Bad PPI	Runt-CBFb FRET	TbHK1 inh	Hck Nef HTS	NCF1 inh	zVAD death inh
O=C(O)c1ccc(NC(=O)C2CCCCC2)cc1	8	-5	1	-14	0	0	0	-1	-0.3
CCOC(=O)N1CCN(C(c2ccc(C(C)C)cc2)c2sc3nc(C)nn3c2O)CC1 (configuration not stated)	-7	5	-11	1	-1	-10	-6	9	0.5
CCOc1ccccc1-n1c(SCC(N)=O)nnc1-c1cccnc1	-3	-32	-8	-3	0	11	0	23	1.4
Cc1nc2ccc(S(=O)(=O)NCC(=O)NCCN3CCCCC3C)cc2s1 (configuration not stated)	1	-8	-7	4[fluorescence artefact?]	-1	-13	1	-11	3.3
O=C(C1CC(c2ccc(F)cc2)=NO1)N1CCc2ccccc2C1 (configuration not stated)	-2	1	-3	2	2	-4	1	12	0.2
CCCNc1nc(Cl)nc(NCc2cccnc2)n1	0	-13	-9	5	0	-7	27	19	1.3
COc1cc(S(=O)(=O)NCCCN2CCOCC2)ccc1-n1cnnn1	-1	-6	-16	70*	-2	3	20	6	1.0
CC(=O)c1sc2nsc(SCCN3CCOCC3)c2c1N	-25	-1	-3	8	9	-38	-46	-9	1.1
O=C1CCCN2N=C(SCC(=O)Nc3nccs3)SC2=N1	-3	3	-2	-6	1	-1	-8	-17	0.1
Cc1cc(C)cc(NC(=O)C(OC(=O)c2cccs2)c2ccccc2)c1 (configuration not stated)	1	-13	-16	0	2	11	-2	-14	0.9
CCC(=O)c1ccc(OCC(O)CN2C(=O)NC(C)(C)C2=O)cc1 (configuration not stated)	-2	2	-13	6[fluorescence artefact?]	0	6	4	-13	1.4
CC(=O)c1ccc(N2CCN(C(=S)Nc3ccccc3F)CC2)cc1	-3	-21	-20	3	4	-25	1	-4	3.0
C[C@@H]1CN(C(=O)c2nc3ccc(Cl)cn3c2CN2CCc3sccc3C2)C[C@H](C)O1	1	-5	-8	-12	0	-2	16	-9	0.1
COCc1cc(C)[nH]c(=O)c1C(=O)NC12CC3CC(CC(C3)C1)C2	·	-10	-11	1	·	-11	16	-2	1.1
CCN(CC)c1ccc(C(=S)N2CCN(c3ccccc3)CC2)cc1	0	0	3	-11	8	-8	2	-3	0.7
Cc1ccc(N2CC(C(=O)NCc3ccc4c(c3)OCO4)CC2=O)cc1C (configuration not stated)	-3	-19	-5	1	3	3	1	-13	-0.1
Cc1cccc([C@@H]2C[C@H]3CN(Cc4cccc(Cl)c4)C(=O)[C@]34CCCN24)n1	3	2	-3	-19	0	0	4	-36	-0.9
Cc1c(Cl)c([N+](=O)[O-])nn1CC(=O)NCc1cccs1	0	0	-3	-19[fluorescence artefact?]	1	34	2	-7	0.5
CN(Cc1ccccc1)Cc1nc2scc(-c3ccccc3)c2c(=O)[nH]1	-3	-10	3	-14	2	0	17	-19	2.6
O=C(Nc1ccccc1)Nc1ccc(-n2ccc(C(F)(F)F)n2)cc1	4	-8	-12	-2	-3	-2	8	-16	22
CC(=O)c1ccc(OCCCC(=O)Nc2cc(S(=O)(=O)N(C)C)ccc2C)cc1	1	-7	-6	1[fluorescence artefact?]	1	28	0	2	0.9
O=S(=O)(c1ccc(Cl)cc1)c1cnc2ccccc2n1	-1	-6	-12	24	-1	-5	35	0	6.2
CCOC(=O)c1cnn(-c2ccccc2)c1N	-2	5	-15	-2	0	1	-6	0	-0.3
Cc1nc(SCC(=O)NC(C)c2ccccc2)c2oc3ccccc3c2n1 (configuration not stated)	-3	-1	-15	37[fluorescence artefact?]	-5	21	25	21	-0.4
CCCCCC(=O)N1CC2(CC(c3cccc(NC(=O)c4ccccc4)c3)=NO2)C[C@@H]1C(N)=O (some centres not stated)	1	-8	-4	1[fluorescence artefact?]	0	-2	3	1	-0.2
Cc1nc(-c2ccc(C(=O)Nc3ccccc3F)cc2)cs1	1	-12	-77	-6	0	3	0	-6	-0.4
Cc1ccc(NS(=O)(=O)c2ccc(NC(=O)C3CCCO3)cc2)cc1 (configuration not stated)	-3	-9	1	0	0	1	7	-14	-1.2
Cn1c2c(c(=O)n(C)c1=O)C(NS(=O)(=O)c1ccccc1)(C(F)(F)F)C(=O)N2 (configuration not stated)	-1	-3	3	6	-3	-4	0	4	0.1
COc1cc2c(cc1OC)C(C)N(C(=O)c1cc3c(s1)-c1ccccc1OC3)CC2 (configuration not stated)	-8	-13	·	-3	-6	-21	-8	3	·
O=C(Nc1ccc(S(=O)(=O)N2CCc3ccccc3C2)cc1)c1ccccc1	4	-11	-13	-7	1	34	-10	-24	0.1
CC(C)c1nnc(NC(=O)CSc2nnc(-c3ccco3)o2)s1	1	4	-8	-11	3	4	21	2	13
COC(=O)c1c(NC(=O)C2CCCO2)sc2c1CCC2 (configuration not stated)	-4	-18	-7	-2	1	-17	2	-10	-0.6
CC1CC(=O)N(c2ccc(Br)cc2)C(=O)C1	-7	-14	-2	6	1	0	10	-14	0.8
COc1ccc(CNC(=O)CSc2n[nH]c(C)c2[N+](=O)[O-])cc1	-5	-9	-8	-20	-1	19	4	3	0.6
CC(=O)Nc1nnc(SCC(=O)NCC2CCCO2)s1 (configuration not stated)	-4	-3	6	6[fluorescence artefact?]	-6	·	·	2	·
O=C(NN=C1CCCC1)c1sc2ccccc2c1Cl	5	-12	-15	-2	0	-7	3	0	0.3
CC(C)(CSc1ccccn1)NS(=O)(=O)c1ccc(Cl)cc1	-1	-18	-6	-12	0	29	4	0	-0.6
CC(C)C(=O)Nc1ccc(-c2nc3ccccc3c(=O)o2)cc1	0	4	-33	-6	-2	-7	16	0	1.4
Cc1ccc(NCc2nnc(SCC(=O)N(Cc3ccccc3)C(C)(C)C)o2)c(C)c1	1	6	-15	-10[fluorescence artefact?]	-2	0	1	-9	0.3
COc1cccc2cc(C(=O)NCc3ccccn3)c(=O)oc12	-3	-1	11	2[fluorescence artefact?]	2	-10	6	-7	0.5
CCCn1c(CC)nc([N+](=O)[O-])c1Sc1ccc(F)cc1	-2	10	3	0	·	-5	2	-3	0.0
Cc1cc(C)cc(NC(=O)C(=O)NCc2ccccn2)c1	1	-10	-2	6[fluorescence artefact?]	0	14	0	-6	0.6
O=C(Nc1ccccc1)Nc1ccc(C(F)(F)F)cn1	-2	-13	-11	0	2	-11	18	2	17
CC(=O)Nc1ccc(S(=O)(=O)N(CCO)Cc2ccccc2)cc1	1	-15	-20	-1	0	-1	0	-4	-0.5
CCc1ccc(OCCCC(=O)Nc2nccs2)cc1	-1	-4	-4	-2	0	-1	21	-9	2.6
CCc1ccccc1NC(=O)C(Cc1cccc(OC)c1OC)c1nn[nH]n1 (configuration not stated)	-1	-19	-40	1	1	5	0	-11	0.2
Cc1cc(C)nc(NS(=O)(=O)c2ccc(NC(=O)COc3ccccc3)cc2)n1	-2	-3	-4	8	·	-5	1	-7	-0.1
CSc1ccc(Cl)c(C(=O)Nc2ccc(N3CCOCC3)cc2)c1	-5	-5	-89	-8	3	-2	13	0	0.8
CN(c1ccccc1)S(=O)(=O)c1ccc(C(=O)NCc2ccccn2)cc1	-4	7	1	-11	-1	2	-14	-13	0.7
Cc1nc(NCc2ccccc2)c(C(N)=O)c2c1COC(C)(C)C2	1	-15	-1	·	0	0	-1	11	-0.5
CC(=O)Nc1ccc(NC(=O)CSc2ccc(-c3ccc4c(c3)OCO4)nn2)cc1	6	-17	-11	-8	0	7	2	21	1.5
CCc1c(C(=O)NNC(=S)NCC(C)C)csc1C	-1	-7	9	-11[fluorescence artefact?]	1	1	0	-4	-0.3
CCOC(=O)Cc1csc(NC(=O)CSc2nnc(C(C)C)n2C)n1	-8	-9	-2	12[fluorescence artefact?]	-2	4	-13	-19	0.1
CC(C)Cn1c(=S)[nH]c2cc(C(=O)O)ccc2c1=O	-4	-19	·	10	1	-18	14	-10	-0.1
CC(C)(C)NS(=O)(=O)c1ccc(NS(C)(=O)=O)cc1	-1	-18	-13	-1[fluorescence artefact?]	0	-3	0	4	0.8
CCCCOc1ncnc2c1[nH]c1ccc(OCC)cc12	0	-7	-7	10	2	-8	0	-9	-0.3
CCn1cnc2sc(C(=O)Nc3ccccc3OC)c(C)c2c1=O	3	-13	·	-1	1	-5	23	-31	-0.5
O=C1CCC(C(=O)NCCN2C(=O)S/C(=C\c3cccnc3)C2=O)=NN1	1	-12	-5	2	2	-24	-2	6	1.3
CCCCSC(=S)N(C)C1CCS(=O)(=O)C1 (configuration not stated)	4	-8	-1	-6	-1	-4	1	-11	0.1
COc1cc(Nc2nc(SCC#N)nc3ccccc23)cc(OC)c1OC	6	0	-11	9	-1	-12	1	-2	0.6

Of the compounds above, 3 contain a nitro group on carbon.
SMILES	Runt-SMMHC FRET	EBV gp42 inh	Mdm2 ligase inh	14-3-3 Bad PPI	Runt-CBFb FRET	TbHK1 inh	Hck Nef HTS	NCF1 inh	zVAD death inh
Cc1c(Cl)c([N+](=O)[O-])nn1CC(=O)NCc1cccs1	0	0	-3	-19[fluorescence artefact?]	1	34	2	-7	0.5
COc1ccc(CNC(=O)CSc2n[nH]c(C)c2[N+](=O)[O-])cc1	-5	-9	-8	-20	-1	19	4	3	0.6
CCCn1c(CC)nc([N+](=O)[O-])c1Sc1ccc(F)cc1	-2	10	3	0	·	-5	2	-3	0.0

Back to the main list with the 2 entries that preceded the break.
SMILES	Runt-SMMHC FRET	EBV gp42 inh	Mdm2 ligase inh	14-3-3 Bad PPI	Runt-CBFb FRET	TbHK1 inh	Hck Nef HTS	NCF1 inh	zVAD death inh
CCCCSC(=S)N(C)C1CCS(=O)(=O)C1 (configuration not stated)	4	-8	-1	-6	-1	-4	1	-11	0.1
COc1cc(Nc2nc(SCC#N)nc3ccccc23)cc(OC)c1OC	6	0	-11	9	-1	-12	1	-2	0.6
CCCN1C(=O)C2(C(C(=O)c3ccc(C)o3)=C(O)C(=O)N2CCCN2CCOCC2)c2ccccc21 (configuration not stated)	5	-12	-18	8	5	-19	1	-14	-0.3
CCOC(=O)/C(=N\Nc1cc(Cl)ccc1Cl)N1CCN(C)CC1	3	-7	-5	-9	1	-32	2	5	0.7
O=C(ON=C1CCN(S(=O)(=O)c2ccccc2)CC1)c1ccc(F)cc1	1	-3	-7	6	0	2	-1	0	-0.4
O=C(CN1CCCCC1)Nc1ccccc1Cl	1	-13	-5	-6	-3	-1	23	-6	9.9
